Mtb BioA inh: M. tuberculosis BioA enzyme inhibitors, primary screen, biochemical, plate reader, single point, HTS; purified M. tuberculosis BioA enzyme; inhibition, % at 9.99 µM; 0.096% of 360,000 active; 7,8-diaminopelargonic acid synthase BioA (Mycobacterium tuberculosis); in the data active means inhibition above about 40%
Numbers without * were called inactive. A portion of the library. The share of hits here may be higher or lower than overall.

SMILES	Mtb BioA inh
CC(C)NC(=O)N(C)C[C@H]1OCCCC[C@@H](C)Oc2ccc(NC(=O)CCC(F)(F)F)cc2C(=O)N([C@H](C)CO)C[C@H]1C	2.3
CC(C)NC(=O)Nc1cccc2c1O[C@@H](CN(C)Cc1ccncc1)[C@@H](C)CN([C@@H](C)CO)C2=O	-0.9
C[C@@H]1CCCCO[C@H](CN(C)Cc2ccc3c(c2)OCO3)[C@@H](C)CN([C@H](C)CO)C(=O)c2cc(NC(=O)C3CCCCC3)ccc2O1	-0.8
C[C@@H]1CN([C@H](C)CO)C(=O)Cc2cc(N(C)C)ccc2O[C@@H]1CN(C)Cc1ccccc1	0.5
Cc1ccc(-c2ccc([C@H]3[C@H](CO)N4CCCCN(Cc5cncnc5)C[C@@H]34)cc2)cc1	-0.3
COc1ccc(S(=O)(=O)N(C)C[C@@H]2Oc3ccc(NC(=O)Cc4ccccc4)cc3C(=O)N([C@@H](C)CO)C[C@H]2C)cc1	4.2
COc1ccc(S(=O)(=O)Nc2ccc3c(c2)C(=O)N([C@H](C)CO)C[C@H](C)[C@H](CN(C)S(=O)(=O)c2ccc(F)cc2)O3)cc1	1.4
COc1ccccc1CNC(=O)C[C@H]1C[C@@H]2c3cc(N(C)C)ccc3O[C@@H]2[C@H](CO)O1	-2.4
COCC(=O)Nc1ccc2c(c1)C(=O)N(C)[C@@H]1CC[C@@H](CC(=O)NCc3cccc(F)c3)O[C@@H]1CO2	6.9
O=C(Cc1ccncc1)NCC[C@H]1CC[C@@H](NC(=O)C2CCCC2)[C@H](CO)O1	-3.0
C[C@@H]1CCCCO[C@@H](CN(C)Cc2ccncc2)[C@@H](C)CN([C@@H](C)CO)C(=O)c2cc(NS(=O)(=O)c3ccc(F)cc3)ccc2O1	2.8
C[C@@H]1CN([C@H](C)CO)C(=O)c2cc(Br)cnc2O[C@H]1CN(C)C(=O)NC1CCCC1	1.5
CC(C)NC(=O)N(C)C[C@@H]1OCCCC[C@@H](C)Oc2ccc(NC(=O)NC3CCCCC3)cc2C(=O)N([C@@H](C)CO)C[C@@H]1C	0.8
COc1ccc(-c2ccc3c(c2)[C@@H]2[C@@H](CCN2C(=O)Cc2cccnc2)[C@H](CO)N3C)cc1	7.2
C[C@@H]1CCCCO[C@@H](CN(C)S(=O)(=O)c2ccc(F)cc2)[C@@H](C)CN([C@@H](C)CO)C(=O)c2cc(NC(=O)C3CCCCC3)ccc2O1	-0.3
COCC(=O)N[C@@H]1C=C[C@H](CC(=O)NCc2ccccc2OC)O[C@@H]1CO	-0.3
COc1ccc(S(=O)(=O)N(C)C[C@H]2Oc3ccc(NC(=O)C4CCCCC4)cc3CC(=O)N([C@@H](C)CO)C[C@@H]2C)cc1	-0.4
C[C@H]1CN([C@@H](C)CO)C(=O)Cc2cc(NS(=O)(=O)c3cn(C)cn3)ccc2O[C@H]1CN(C)Cc1ccc(C(=O)O)cc1	-1.0
C[C@@H]1CN([C@H](C)CO)C(=O)c2cccc(NC(=O)C3CC3)c2O[C@@H]1CN(C)S(=O)(=O)c1ccccc1	-1.8
COc1ccc(CN(C)C[C@H]2OCCCC[C@@H](C)Oc3ccc(NS(=O)(=O)c4ccc(Cl)cc4)cc3C(=O)N([C@@H](C)CO)C[C@H]2C)cc1	-1.3

Given with bars between the fields: entries from further up
SMILES | Mtb BioA inh
C[C@@H]1CCCCO[C@H](CN(C)Cc2ccc3c(c2)OCO3)[C@@H](C)CN([C@H](C)CO)C(=O)c2cc(NC(=O)C3CCCCC3)ccc2O1 | -0.8
C[C@@H]1CN([C@H](C)CO)C(=O)Cc2cc(N(C)C)ccc2O[C@@H]1CN(C)Cc1ccccc1 | 0.5
Cc1ccc(-c2ccc([C@H]3[C@H](CO)N4CCCCN(Cc5cncnc5)C[C@@H]34)cc2)cc1 | -0.3
COc1ccc(S(=O)(=O)N(C)C[C@@H]2Oc3ccc(NC(=O)Cc4ccccc4)cc3C(=O)N([C@@H](C)CO)C[C@H]2C)cc1 | 4.2
COc1ccc(S(=O)(=O)Nc2ccc3c(c2)C(=O)N([C@H](C)CO)C[C@H](C)[C@H](CN(C)S(=O)(=O)c2ccc(F)cc2)O3)cc1 | 1.4
COc1ccccc1CNC(=O)C[C@H]1C[C@@H]2c3cc(N(C)C)ccc3O[C@@H]2[C@H](CO)O1 | -2.4
COCC(=O)Nc1ccc2c(c1)C(=O)N(C)[C@@H]1CC[C@@H](CC(=O)NCc3cccc(F)c3)O[C@@H]1CO2 | 6.9
O=C(Cc1ccncc1)NCC[C@H]1CC[C@@H](NC(=O)C2CCCC2)[C@H](CO)O1 | -3.0
C[C@@H]1CCCCO[C@@H](CN(C)Cc2ccncc2)[C@@H](C)CN([C@@H](C)CO)C(=O)c2cc(NS(=O)(=O)c3ccc(F)cc3)ccc2O1 | 2.8
C[C@@H]1CN([C@H](C)CO)C(=O)c2cc(Br)cnc2O[C@H]1CN(C)C(=O)NC1CCCC1 | 1.5
CC(C)NC(=O)N(C)C[C@@H]1OCCCC[C@@H](C)Oc2ccc(NC(=O)NC3CCCCC3)cc2C(=O)N([C@@H](C)CO)C[C@@H]1C | 0.8

The list goes on.
SMILES	Mtb BioA inh
Cc1cc(C(=O)Nc2cccc3c2O[C@@H](CN(C)C(=O)Nc2c(C)noc2C)[C@@H](C)CN([C@H](C)CO)C3=O)n(C)n1	-0.8
O=C(C[C@H]1CC[C@H](NC(=O)c2ccc(F)cc2)[C@@H](CO)O1)NCCc1ccncc1	-1.8
COCC(=O)N(C)C[C@H]1Oc2ncc(C#C[C@@H](C)O)cc2C(=O)N([C@H](C)CO)C[C@@H]1C	-4.1
O=C(C[C@H]1C=C[C@H](NC(=O)Nc2ccccc2)[C@H](CO)O1)NCc1cccc(F)c1	-2.1
COCc1cn(CC[C@H]2CC[C@H](NC(=O)Cc3cccnc3)[C@H](CO)O2)nn1	-1.1
COCCNC(=O)C[C@H]1CC[C@H]2[C@@H](COC[C@H](O)CN2C(=O)c2cc(Cl)cc(Cl)c2)O1	-2.8
Cc1ccccc1S(=O)(=O)N1[C@H](C#N)[C@H](c2ccc(C#CC3CCCCC3)cc2)[C@@H]1CO	-2.6
O=C(NCCc1ccncc1)[C@H]1[C@H](CO)[C@H]2Cn3c(ccc(-c4cccc(F)c4)c3=O)[C@@H]1N2	1.1
CN(C)C(=O)c1ccc(-c2ccc3c(c2)[C@@H]2[C@@H](CCN2C(=O)c2ccccn2)[C@@H](CO)N3C)cc1	1.1
O=C(Nc1ccc(F)cc1)N1CCCCN2[C@H](C1)[C@@H](c1ccc(-c3cccc(F)c3)cc1)[C@@H]2CO	0.9
CC(C)NC(=O)N1C[C@H]2[C@@H](c3ccccc31)[C@@H](CO)N2C(=O)C1CCCC1	-6.3
Cc1ccc(S(=O)(=O)N(C)C[C@H]2Oc3ccc(NC(=O)C4CCCCC4)cc3C(=O)N([C@H](C)CO)C[C@@H]2C)cc1	-4.1
N#C[C@H]1[C@@H](c2ccccc2)[C@H](CO)N1C(=O)c1ccc2c(c1)OCO2	1.3
O=C(C1CCOCC1)N1C[C@H]2[C@@H](c3ccccc31)[C@@H](CO)N2Cc1ccc(Cl)cc1	-3.0
CC(=O)N(C)C[C@@H]1Oc2cc(C#Cc3ccccn3)ccc2S(=O)(=O)N([C@H](C)CO)C[C@H]1C	8.0
CNC[C@@H]1Oc2ccc(NC(=O)Nc3ccc4c(c3)OCO4)cc2CC(=O)N([C@H](C)CO)C[C@H]1C	0.6
CC(=O)Oc1ccccc1C(=O)OCO/N=[N+](\[O-])N1CCC[C@H]1C(=O)O	-0.1
COCC(=O)Nc1ccc2c(c1)OC[C@@H](C)N(C(=O)c1ccccn1)C[C@@H](C)[C@@H](OC)CN(C)C2=O	-1.4
Cc1noc(C)c1S(=O)(=O)Nc1ccc2c(c1)CC(=O)N([C@@H](C)CO)C[C@@H](C)[C@@H](CN(C)CC1CC1)O2	-0.1
COc1ccc(NC(=O)N(C)C[C@@H]2OCCCC[C@H](C)Oc3ccc(NS(C)(=O)=O)cc3C(=O)N([C@@H](C)CO)C[C@@H]2C)cc1	2.1
C[C@@H]1CN([C@@H](C)CO)C(=O)c2cc(NC(=O)Nc3ccc(C(F)(F)F)cc3)ccc2O[C@@H](C)CCCCO[C@@H]1CN(C)S(=O)(=O)c1cccs1	-2.7
C[C@@H]1CN([C@H](C)CO)C(=O)Cc2cc(NC(=O)C3CC3)ccc2O[C@@H]1CN(C)Cc1ccncc1	-0.8
CC(C)NC(=O)N1[C@H](CO)[C@H]2c3ccccc3N(C(=O)Nc3ccc(F)cc3)C[C@H]21	3.2
COc1cccc(NC(=O)N[C@@H]2CC[C@H](CC(=O)N3CCN(C)CC3)O[C@H]2CO)c1	3.8
C[C@@H]1CCCCO[C@H](CN(C)C(=O)Nc2ccc3c(c2)OCO3)[C@H](C)CN([C@H](C)CO)C(=O)c2cc(NC(=O)c3ccncc3)ccc2O1	1.8
COc1ccc(C#Cc2cnc3c(c2)C(=O)N([C@@H](C)CO)C[C@H](C)[C@H](CN(C)CC2CCCC2)O3)cc1	0.3
C[C@@H](NC(=O)C[C@@H]1C=C[C@H](NC(=O)C2CC2)[C@H](CO)O1)c1ccccc1	1.3
O=C(C[C@@H]1CC[C@H]2[C@@H](COC[C@@H](O)CN2S(=O)(=O)c2ccc(F)cc2)O1)NCc1ccc(Cl)c(Cl)c1	2.5
COCC(=O)Nc1ccc2c(c1)C(=O)N(C)[C@@H]1CC[C@H](CC(=O)NCc3ccccc3)O[C@@H]1CO2	4.7
COc1ccccc1NC(=O)Nc1ccc2c(c1)C(=O)N(C)C[C@@H](OC)[C@H](C)CN(C)[C@H](C)CO2	-0.5
CCC(=O)NC[C@H]1[C@H](c2ccc(-c3ccccc3)cc2)[C@H](CO)N1C(=O)C1CC1	-3.5
CC(C)NC(=O)Nc1ccc2c(c1)C(=O)N([C@H](C)CO)C[C@@H](C)[C@@H](CN(C)S(=O)(=O)c1cn(C)cn1)OCCCC[C@H](C)O2	-4.2
O=C(C[C@H]1CC[C@H]2[C@@H](COC[C@@H](O)CN2CCc2ccccc2)O1)NCc1ccc(F)cc1	-0.1
C[C@@H]1CN([C@H](C)CO)C(=O)Cc2cc(N(C)C)ccc2O[C@@H]1CN(C)C(=O)Nc1ccccc1	0.8
COC(=O)C[C@@H]1CC[C@@H]2[C@H](COc3ccc(NS(=O)(=O)c4cccc(F)c4)cc3C(=O)N2C)O1	0.2
COc1ccc(NC(=O)N[C@H]2CC[C@H](CCn3cc(C4(O)CCCC4)nn3)O[C@H]2CO)cc1	1.4
Cc1cc(C(=O)Nc2cccc3c2O[C@H](CN(C)Cc2ccc4c(c2)OCO4)[C@@H](C)CN([C@H](C)CO)C3=O)n(C)n1	-1.3
CCCNC(=O)N1[C@@H](CO)[C@@H](c2ccc(-c3ccccc3)cc2)[C@@H]1CNC(C)=O	-3.8
Cc1noc(C)c1S(=O)(=O)Nc1ccc2c(c1)C(=O)N([C@H](C)CO)C[C@@H](C)[C@@H](CN(C)S(=O)(=O)c1cccs1)O2	-2.4
C[C@@H]1CN([C@H](C)CO)C(=O)c2cc(NC(=O)C3CC3)ccc2O[C@@H]1CN(C)Cc1ccc(Oc2ccccc2)cc1	-1.2
O=C(C[C@@H]1CC[C@@H](NS(=O)(=O)c2cccc(F)c2)[C@@H](CO)O1)NCc1ccc2c(c1)OCO2	-1.3
CN1CCN(C(=O)C[C@H]2CC[C@@H]3[C@@H](COc4ccc(NC(=O)c5ccc(F)c(F)c5)cc4C(=O)N3C)O2)CC1	13
COc1ccc(S(=O)(=O)Nc2ccc3c(c2)C(=O)N([C@H](C)CO)C[C@H](C)[C@H](CN(C)Cc2ccc4c(c2)OCO4)OCCCC[C@@H](C)O3)cc1	-2.0
C[C@H]1CN([C@@H](C)CO)C(=O)Cc2cc(NC(=O)Nc3ccc4c(c3)OCO4)ccc2O[C@H]1CN(C)C(=O)NC1CCCCC1	-0.1
COc1ccc(NC(=O)N(C)C[C@@H]2OCCCC[C@H](C)Oc3ccc(NC(=O)NC(C)C)cc3C(=O)N([C@@H](C)CO)C[C@@H]2C)cc1	0.6
Cc1noc(C)c1NC(=O)N(C)C[C@@H]1Oc2ccc(NS(=O)(=O)c3ccc(F)cc3)cc2C(=O)N([C@@H](C)CO)C[C@@H]1C	-1.9
O=C(C[C@@H]1CC[C@H]2[C@@H](COC[C@@H](O)CN2C(=O)c2ccncc2)O1)NC1Cc2ccccc2C1	0.3
CN(C)C(=O)c1cccc(-c2ccc3c(c2)[C@H]2[C@H](CCN2C(=O)c2cccnc2)[C@H](CO)N3)c1	20
C[C@@H]1CN([C@H](C)CO)C(=O)c2cc(-c3ccccc3F)cnc2O[C@@H]1CN(C)Cc1ccc(F)cc1	-3.2
CC(C)NC(=O)N(C)C[C@@H]1Oc2ccc(NC(=O)Nc3ccc4c(c3)OCO4)cc2C(=O)N([C@@H](C)CO)C[C@@H]1C	-0.2
C[C@@H]1CN([C@H](C)CO)C(=O)c2cc(C#Cc3ccccc3)cnc2O[C@H]1CN(C)C(=O)CCN1CCCCC1	-0.1
Cc1ccc(S(=O)(=O)N(C)C[C@H]2Oc3ccc(NC(=O)NC(C)C)cc3CC(=O)N([C@@H](C)CO)C[C@@H]2C)cc1	-0.8
CCC(=O)Nc1ccc2c(c1)C(=O)N(C)[C@@H]1CC[C@H](CC(=O)NC3Cc4ccccc4C3)O[C@@H]1CO2	9.1
C[C@H]1CCCCO[C@@H](CN(C)S(=O)(=O)c2ccc(F)cc2)[C@@H](C)CN([C@@H](C)CO)C(=O)c2cc(NC(=O)NC3CCCCC3)ccc2O1	-1.8
C[C@H]1CN([C@@H](C)CO)C(=O)c2cc(C#CC3CC3)cnc2O[C@@H]1CN(C)C	-6.3
O=C(NC[C@@H]1[C@@H](c2ccccc2)[C@@H](CO)N1Cc1cccnc1)c1ccccn1	3.4
C[C@@H]1CN([C@@H](C)CO)C(=O)c2cc(NS(=O)(=O)c3cccs3)ccc2O[C@@H](C)CCCCO[C@H]1CN(C)C(=O)Nc1cccc2ccccc12	0.2
C[C@@H]1CN([C@H](C)CO)C(=O)c2cc(NC(=O)c3ccccc3)ccc2O[C@@H](C)CCCCO[C@@H]1CN(C)Cc1ccc(C(F)(F)F)cc1	-2.5
C[C@@H]1CN([C@H](C)CO)S(=O)(=O)c2ccc(-c3ccccc3)cc2O[C@@H]1CN(C)S(=O)(=O)c1ccccc1F	-2.8
CCC(=O)Nc1ccc2c(c1)C(=O)N(C)C[C@@H](OC)[C@@H](C)CN(CC1CCOCC1)[C@@H](C)CO2	1.0

Screening data deposited in PubChem by Broad Institute.
